HTR1E antagonist: 5-HT1E (human) receptor antagonism; P28566; hit rate 0.99% among 65,000; AID 571; CHO 5-HT1E Ga15 NFAT-bla reporter, FRET, antagonist; inhibition, % at 6 µM;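 active = inhibition above a set limit, the mean inhibition across every tested compound plus 3 SD, cut at about 29% in these data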;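 also: signal is the 460 over 535 nm emission ratio of beta-lactamase substrate; 0% = agonist plus DMSO wells and 100% = wells without agonist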
Jurkat tox 60K: cytotoxic compounds reducing Jurkat cell viability | Jurkat E6.1 viability, ATP luminescence, 48 h | inhibition, % at 4 µM | hit rate 1.2% among 56,000 | AID 463;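 active = inhibition above the mean inhibition of all tested compounds plus 3 SD, cut at about 28% in these data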
HEK293 NFkB inh: inhibitors of the PMA/ionomycin-induced NF-kB reporter in HEK293 cells. HEK-293 NF-kB luciferase reporter, luminescence. inhibition, % at 3 µM. hit rate 0.21% among 62,000. AID 465;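 active = inhibition above the mean of all tested compounds plus 3 SD, cut at about 40% in these data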;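 also: 0% = stimulated DMSO wells and 100% = 10 µM reference inhibitor 5653914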
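System – HEK-293 cells with stable firefly luciferase reporter driven by four HIV NF-kB elements · Doses – one dose, 3 µM · Schedule – 1 h compound pre-incubation, 16 h PMA/ionomycin at 37 °C · Technique – luminescence from luciferase substrate reagent · Measure – percent inhibition normalized per plate to DMSO and reference-inhibitor controls · Replicates – tested once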
S1P1 ag pot: activates or potentiates agonism at human S1P1 receptor; S1P1 CRE-bla cells, forskolin, beta-lactamase FRET, potentiator mode; S1P1 agonist co-added at EC20, 2 nM; 100% = saturating reference agonist, 0% = basal; P21453; hit rate 0.57% among 56,000; activation, % at 9.5 µM;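 active = activation above a cutoff set at the mean activation of all tested compounds plus 3 SD, cut at about 54% in these data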;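 also: forskolin at 4 µM as EC80 and the EC20 agonist is SEW2871; 100% = SEW2871 at its EC100 plus forskolin at EC80; some compounds past the cut are filed as inactive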
Target sequence (P21453 whole entry, looked up): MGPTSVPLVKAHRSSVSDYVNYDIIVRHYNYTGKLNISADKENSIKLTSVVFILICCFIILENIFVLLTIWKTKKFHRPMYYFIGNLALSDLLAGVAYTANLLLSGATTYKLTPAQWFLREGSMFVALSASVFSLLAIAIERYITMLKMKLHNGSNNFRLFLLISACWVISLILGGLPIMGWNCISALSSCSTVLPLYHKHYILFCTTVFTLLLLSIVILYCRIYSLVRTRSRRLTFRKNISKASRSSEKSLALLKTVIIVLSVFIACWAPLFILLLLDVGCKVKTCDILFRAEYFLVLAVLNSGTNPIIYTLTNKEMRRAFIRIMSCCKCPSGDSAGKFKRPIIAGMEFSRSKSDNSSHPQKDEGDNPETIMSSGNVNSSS
5HT1E ag: 5-HT1E (human) receptor agonism | P28566 | CHO 5-HT1E Ga15 NFAT-bla reporter, FRET; 0% DMSO wells, 100% control agonist wells | activation, % at 6 µM | hit rate 0.69% among 65,000 | AID 574;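 active = activation above a set limit, the screen-wide mean activation plus 3 SD, cut at about 8.5% in these data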;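 also: 100% = positive control agonist at 1 µM giving full maximal response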
5HT1a ag: 5-HT1a (human) receptor agonism; CHO 5-HT1a Ga15 NFAT-bla reporter, FRET ratio; 0% basal, 100% maximal reference agonist; activation, % at 10 µM; hit rate 0.56% among 65,000; AID 567;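 active = activation above the screen-wide mean activation plus 3 SD, cut at about 19% in these data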;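 also: 0% = DMSO wells and 100% = 5-CT at EC100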
Target sequence (P08908 whole entry, looked up): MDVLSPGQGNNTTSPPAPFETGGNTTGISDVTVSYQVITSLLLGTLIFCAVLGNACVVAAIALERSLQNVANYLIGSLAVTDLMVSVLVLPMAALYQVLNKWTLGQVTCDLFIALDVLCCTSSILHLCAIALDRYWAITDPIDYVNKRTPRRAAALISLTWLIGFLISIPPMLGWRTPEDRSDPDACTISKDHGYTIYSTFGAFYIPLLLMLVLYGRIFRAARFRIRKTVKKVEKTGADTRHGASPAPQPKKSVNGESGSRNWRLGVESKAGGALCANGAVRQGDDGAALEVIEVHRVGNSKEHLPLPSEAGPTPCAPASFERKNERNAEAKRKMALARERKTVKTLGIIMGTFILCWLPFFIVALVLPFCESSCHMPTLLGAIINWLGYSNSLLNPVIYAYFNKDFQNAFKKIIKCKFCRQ
5HT1a antag: antagonists of human 5-HT1a serotonin receptor | P08908 | CHO 5-HT1a Ga15 NFAT-bla reporter, antagonist mode | hit rate 0.68% among 62,000 | inhibition, % at 10 µM;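 active = inhibition above the mean of all tested compounds plus 3 SD, cut at about 43% in these data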;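 also: receptor stimulated by 5-CT agonist at 100 nM near EC80; beta-lactamase reporter measured by ratiometric fluorescence of a cleavable substrate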
D1 mod: allosterically modulates the human D1 dopamine receptor; hit rate 5.9% among 58,000; HEK293 D1, CRE-luciferase, dopamine EC30 potentiation; actives deviate in either direction; AID 641; B-score at 10 µM; P21728;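 active = luminescence count or its row- and column-corrected plate score outside the 99.7% band of the plate's sample wells, on either side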
S1P3 ag: agonists of human S1P3 receptor | S1P3 NFAT-BLA reporter cells, agonism, FRET ratio; relative to 1 µM S1P, basal subtracted | Q99500 | hit rate 0.1% among 60,000 | AID 373 | activation, % at 4.5 µM;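 active = activation above the screen-wide mean plus 3 SD, cut at about 4.5% in these data, passing the limit was not always enough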; also: some compounds called inactive have numbers as strong as hits
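Material: Human S1P3 NFAT-BLA reporter CHO cells | Incubation: Overnight plating, 4 h compound 37 °C, 2 h substrate RT | Signal: FRET β-lactamase substrate fluorescence, excitation 405 nm, 460/535 nm emission ratio, background-subtracted | Compound: 4.5 µM final, single dose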
* = called active by the depositor; . = not tested or not shown.

SMILES	HTR1E antagonist	Jurkat tox 60K	HEK293 NFkB inh	S1P1 ag pot	5HT1E ag	5HT1a ag	5HT1a antag	D1 mod	S1P3 ag
NC(=O)C1CCN(c2nc(C3CC3)nc3c2nnn3Cc2ccccc2)CC1	8	-2	15	-23	0.9	0.9	10	15*	-0.5
CCOc1ccc(-c2nc(-c3ccccc3)no2)cc1OCC	-14	-10	-9	108*	0.4	-0.5	-21	-0.026	14*
COc1cc(NS(C)(=O)=O)c(OC)cc1NC(=O)c1ccccc1	-2	.	12	.	0.6	-3.0	7	-0.34	.
Cc1cc(C)n(-c2nc(SCC(=O)NCC3CCCO3)c3c4c(sc3n2)CCCC4)n1 (stereo not drawn)	15	12	7	-3	-1.3	-2.6	23	-0.054	-1.6
CCOC(=O)c1[nH]c(C)c(C(=O)OCC(=O)NC(=O)NC(C)(C)C)c1C	3	-5	4	-9	0.8	0.1	-18	3.3	0.2
C=CCNc1nc2c(c(=O)n(C)c(=O)n2C)n1Cc1ccc(F)cc1	-2	23	12	36	0.3	0.3	-1	-2.8	-0.9
COC(=O)c1ccccc1N=C(SC)N(C)C	-8	-1	17	-11	-0.3	0.8	-7	0.025	-0.9
O=c1cc(-c2ccccc2)c2ccc(O)c(CN3CCCCC3)c2o1	15	4	3	2	-0.3	-0.7	6	-3.1	-1.0
CCn1c(=O)c2cc(S(=O)(=O)NCc3ccccc3)ccc2n(CC)c1=O	-8	10	10	.	0.4	1.8	-12	-0.052	-0.6
O=C(COC(=O)CCC(=O)c1ccc(F)cc1)Nc1ccc(N2CCOCC2)cc1	0	-5	7	4	0.3	0.8	-2	1.1	-0.2
CCCC1(C(=O)OC)NC(c2ccco2)C2C(=O)N(c3ccc(C)cc3)C(=O)C21 (stereo not drawn)	-6	-12	-3	-1	-0.1	1.3	-1	-0.56	0.8
O=C1CC(c2ccccc2)Cc2nc(NCc3ccco3)ncc21 (stereo not drawn)	10	-4	14	-3	-0.7	-5.5	1	2.1	0.2
NC(=O)C1CC(=O)N(c2ccc(OCC(=O)Nc3cccc(C(F)(F)F)c3)cc2)C1 (stereo not drawn)	-7	.	10	.	0.0	1.4	-1	-0.089	.
CCc1ccc(NC(=O)CSc2nc3ccccc3c(=O)n2CCN2CCOCC2)cc1	3	13	3	2	-0.6	-0.7	-9	0.95	-2.0
Cc1cc(NC(=O)CSc2nc3ccsc3c(=O)n2Cc2ccccn2)n[nH]1	4	.	-6	.	0.0	-1.0	10	0.43	.
COc1ccc(C(OC(=O)c2ccco2)C(=O)NC2CCCCC2)cc1OC (stereo not drawn)	-3	-5	17	-6	0.0	-1.8	2	-0.17	-0.2
CCn1c(=O)c(C(=O)NCc2cccnc2)c(O)c2ccccc21	12	.	15	.	0.9	2.5	-8	4.8*	.
CCOCCCNC(=O)CCCn1nc(C)n2c(cc3sccc32)c1=O	3	6	32	-8	-1.4	1.6	11	0.45	-1.5
COc1ccc(NC(=O)CN(c2cc(C)cc(C)c2)S(=O)(=O)c2c(C)noc2C)cc1	5	-5	4	19	-0.2	-3.8	20	-0.24	-0.9
Cc1ccc2[nH]c(=O)c(CNC(C)C)cc2c1	-9	-4	22	-4	0.2	0.4	4	-0.28	-0.2
CCOC(=O)N1CCN(c2nc3ccccc3nc2C(C#N)S(=O)(=O)c2ccc(C)cc2)CC1 (stereo not drawn)	13	-4	13	9	-0.2	0.3	3	0.082	-1.2
Cc1cc(NC(=O)Cn2c(=O)c3c(ncn3CC(C)C)n(Cc3ccccc3)c2=O)no1	-1	1	8	9	0.0	-1.1	-2	.	0.6
COc1cccc(CNC(=O)CCNS(=O)(=O)c2cccs2)c1	-8	.	14	.	1.2	-1.5	1	-0.96	.
COC(=O)c1cc(Br)ccc1OC(=O)c1cccnc1	-4	4	9	-1	0.5	-2.8	-6	.	-1.0
C1CCc2c(nnc3c2-c2nonc2CC3)C1	5	-5	9	-3	-1.2	-2.8	0	0.17	-0.6

(further entries)
SMILES	HTR1E antagonist	Jurkat tox 60K	HEK293 NFkB inh	S1P1 ag pot	5HT1E ag	5HT1a ag	5HT1a antag	D1 mod	S1P3 ag
Cc1cccc(N2C(N)=C(C#N)C(C#N)(C#N)C2c2ccccc2)c1 (stereo not drawn)	42*	4	2	-25	0.8	-0.6	6	0.75	1.0
Cc1ccc(NC(=O)C2CCCN(S(=O)(=O)c3c(C)noc3C)C2)cc1F (stereo not drawn)	-1	-5	2	-6	-0.8	-2.3	6	0.6	0.7
O=C(NCCCN1CCCC1=O)c1ccc2c(c1)ncn2C1CCCCC1	-12	3	6	-6	0.0	-1.8	10	-0.02	-2.2
Cc1cccc(-n2c(=O)[nH]c3c(C(N)=O)nc(CC(C)C)nc32)c1	21	5	10	-11	0.7	0.9	-24	11*	0.0
O=C(CSc1nnc2scc(-c3ccccc3)n12)c1ccc2c(c1)OCCO2	12	-8	-3	-24	-0.6	1.2	-8	4.2	0.1
COc1ccc(C2C(C(=O)N3CCOCC3)CCC(=O)N2c2ccc(OC)cc2)cc1 (stereo not drawn)	-7	-3	1	-22	0.0	-4.0	-2	1.7	-0.7
Nc1c(C(=O)Nc2ccc(Cl)cc2)oc2ccccc12	6	2	-81	-14	0.6	-0.3	26	-0.47	0.0
CCOC(=O)c1cccc(NC(=O)CN(C)S(=O)(=O)c2cnc[nH]2)c1	-12	1	14	-15	0.1	-6.8	1	.	-0.2
Cc1nc2ccc3nc(NC(=O)C4COc5ccccc5O4)sc3c2s1 (stereo not drawn)	-2	2	15	67*	0.0	-1.4	-9	.	0.0
CCC(Oc1ccc(C)c(C)c1)C(=O)O (stereo not drawn)	-1	-4	16	-7	0.6	-1.4	-9	0.048	-0.1
O=C(c1cccc(N2C(=O)C3CC=CCC3C2=O)c1)N1CCCCCC1 (stereo not drawn)	-11	0	16	-22	-0.1	-4.5	-10	0.2	-0.2
CCC(c1nnc(SCC(=O)NCC2CCCO2)n1Cc1ccccc1)N(C)C (stereo not drawn)	-3	4	10	6	0.1	-1.5	-11	-0.43	0.8
CC(NC(=O)c1ccc(NS(C)(=O)=O)cc1)c1ccccc1 (stereo not drawn)	2	0	5	8	-0.5	0.9	7	-0.19	0.2
C=CCn1c(COC)nnc1SCC(=O)c1ccc(F)cc1	-12	-4	11	-17	-0.2	-1.7	-15	0.012	-0.2
C=CCn1c(SCc2ccc(F)cc2)nc2c1c(=O)[nH]c(=O)n2C	16	2	5	-14	0.2	-3.9	-1	3.2	-1.5
CCOC(=O)c1nnn(-c2nonc2N)c1-c1ccccc1	6	1	21	-3	-0.1	-1.9	7	9*	-0.6
CC1(C)Cc2c(sc3nc4n(c(=O)c23)CCC4)CO1	-11	.	.	1	0.1	-0.2	.	0.82	-0.4
CCOC(=O)C1CCCN(C(=O)c2cnn3c(C(F)(F)F)cc(-c4ccccc4)nc23)C1 (stereo not drawn)	7	1	7	.	0.3	-0.3	38	-1.3	-1.6
CN(CC(=O)NCCC1=CCCCC1)S(=O)(=O)c1ccc2c(c1)c(=O)n(C)c(=O)n2C	-13	-4	10	-13	-0.2	-0.4	-2	-0.16	0.4
CN(Cc1cccc(F)c1)C(=O)c1ccc(S(=O)(=O)C(F)F)cc1	-2	3	18	11	-1.3	-2.5	7	0.55	-1.6
CCOC(=O)CN1C(=O)C(C)(C)Oc2ccc(C(=O)Nc3ccccc3OC)cc21	3	8	9	90*	-2.1	0.8	-2	-0.51	0.0
CC(=O)c1cccc(N=C2C(=O)Nc3ccccc32)c1	-8	-3	11	-17	-0.5	-4.3	7	0.79	-1.3
Cc1noc(C)c1C(=O)OCC(=O)c1c[nH]c2ccccc12	-8	-3	-3	0	0.3	-2.5	14	1.2	0.2
O=C(c1ccc(NC2=NC3CS(=O)(=O)CC3S2)cc1)N1CCN(C(=O)c2ccco2)CC1 (stereo not drawn)	-4	-11	12	-4	0.8	0.9	2	-0.56	0.7
c1csc(-c2nn3c(Cn4nnc5ccccc54)nnc3s2)c1	8	-1	16	13	0.2	1.0	19	5.6*	-1.4

Going on with the list.
SMILES	HTR1E antagonist	Jurkat tox 60K	HEK293 NFkB inh	S1P1 ag pot	5HT1E ag	5HT1a ag	5HT1a antag	D1 mod	S1P3 ag
COc1cc2c(cc1NC(=O)c1cncc(Br)c1)oc1ccccc12	-4	-4	-1	9	1.1	-2.4	-88	0.73	-0.4
CC(=O)c1ccc(NC(=O)CCNS(=O)(=O)c2cccc3nonc23)cc1	-7	.	12	.	-0.5	-2.1	3	.	.
Cc1cc(N=CC2=C(O)CC(C)(C)CC2=O)no1	-14	2	12	-7	0.6	-2.7	0	-1	-0.6
CCc1ccccc1NC1=NCC(=O)N1Cc1ccc2c(c1)OCO2	5	3	4	-5	-0.3	-1.3	-2	.	0.8
Cc1ccccc1NC(=O)Cn1c(=O)n(C)c2ccccc21	7	7	25	-10	0.8	-3.8	13	0.29	-0.3
c1ccc2c(N3CCCC3)nc(-c3ccncc3)nc2c1	0	-4	-6	-24	1.1	0.8	5	9.2*	-0.1
CC(C)N(CCCNC(=O)CC1Oc2ccccc2NC1=O)Cc1ccccc1 (stereo not drawn)	-9	-13	20	0	0.5	5.9	0	-0.82	-0.3
CCOC(=O)N1CCN(C(=O)COc2ccc(Br)cc2Cl)CC1	7	2	8	-26	0.0	-3.5	9	0.72	-1.9
c1ccc(N2CCN(c3nc(NCc4ccco4)c4ccccc4n3)CC2)cc1	-6	.	.	-7	0.1	3.0	.	.	-1.3
CCC(=O)Nc1ccc(NC(=O)C23CC4CC(CC(C4)C2)C3)cn1	12	1	2	-17	-2.1	-2.7	7	-0.66	-1.6
COC(=O)CSc1nnc(-c2ccc(NS(=O)(=O)c3ccccc3)cc2)o1	-8	1	13	-32	1.0	-7.0	-6	-0.79	-0.8
COC(=O)[C@H](C)NC(=O)NC1CCCc2ccccc21 (stereo partly drawn)	0	-2	-6	10	0.5	-4.1	27	-0.16	-1.9
Cc1ccc(-c2nnc(N(C)C(=O)C3CCCO3)s2)cn1 (stereo not drawn)	1	-3	8	-5	-0.4	-1.6	3	-0.85	-0.5
Cc1ccccc1NS(=O)(=O)c1ccc(OCC(=O)NCc2ccco2)cc1	2	4	10	5	0.6	-0.2	-10	-0.28	1.0
O=C(CSc1nc2ccccc2o1)Nc1ccc(N2CCOCC2)cc1	5	5	20	-8	0.3	-1.6	2	-0.72	3.3

Sorted by value in HTR1E antagonist (ascending): some entries from above
compound	HTR1E antagonist
O=C(NCCCN1CCCC1=O)c1ccc2c(c1)ncn2C1CCCCC1	-12
COC(=O)[C@H](C)NC(=O)NC1CCCc2ccccc21 (stereo partly drawn)	0
CCOC(=O)c1[nH]c(C)c(C(=O)OCC(=O)NC(=O)NC(C)(C)C)c1C	3
Cc1cc(NC(=O)CSc2nc3ccsc3c(=O)n2Cc2ccccn2)n[nH]1	4

Compound activity from PubChem BioAssay.
